Screening results from PubChem BioAssay.
MBNL1 CUG block – blocks human MBNL1 binding to CUG repeat RNA | TR-FRET MBNL1-His/biotin-(CUG)12 binding, 665/545 ratio | hit rate 0.036% among 280,000 | AID 2675 | Q9NR56 | Potency, µM (series often up to 57.5 µM), for inactives: top-dose activity change, negative = inhibition, hits mostly inhibitors; active means well fitted inhibition curve with a large enough effect in the signal ratio, with a control signal flat, not every such curve was filed as active; inconclusive means small, poorly fitted or top-dose-only effect, or effect the other way, or a change in a side signal; inactive means no such curve, though single readings can be large or run the other way; the % refers to the signal ratio; further: on the % scale 0 is the no-effect control and ±100 the full control effect
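His-tagged MBNL1 binding to biotinylated (CUG)12 RNA was measured by TR-FRET using terbium anti-His antibody (0.055 ng/ul final) and streptavidin-XL665 (5 nM final). Compounds were titrated 92 nM to 58 uM; 60 min at room temperature.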
FLuc modulator – inhibits or activates purified firefly luciferase, miR-21 counter-screen; P08659; Potency, µM (series often up to 57.5 µM), for the others: top-dose activity change, negative = inhibition, actives largely listed as inhibitors; AID 588342; hit rate 6.9% among 360,000; purified FLuc, Km substrates, luminescence inhibition;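 further: plate controls were vehicle for no effect and reference inhibitor for full effect; nearly all actives have a fitted effect of over 55% in size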
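Purified P. pyralis luciferase (10nM final) with 10uM D-luciferin and 10uM ATP (Km levels) in 50mM Tris acetate pH 7.5, 10mM Mg acetate, 0.01% Tween-20, 0.05% BSA; qHTS 6-point titration, ~60 µM downward; luminescence read.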
BRCA1 expr up – activators of BRCA1 expression; MCF7-BRCA1-FFLuc reporter, luminescence, 48 h; response scale: scaled: vehicle 0%, 10 µM genistein 100%; Potency, µM (doses to about 46.1 µM), inactives show at the top dose activation, hits mostly activators; hit rate 1.1% among 380,000; AID 624202; further: nearly all actives have a fitted effect of over 80% in size; some results filed as inactive show a strong effect at the top dose
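Using MCF7 cells harboring a BRCA1 firefly luciferase reporter, plated 2 h before compound pinning, the screen measured luminescence after 48 h incubation. Responses were normalized to DMSO and 10 microM genistein, then fitted for concentration-effect.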
ELG1 genotoxic – induces genotoxicity in HEK293T cells with luciferase-tagged ELG1; HEK293T ELG1-luciferase reporter, luminescence, 16 h; Potency, µM (highest dose often 46 µM), inactives show at the highest dose activity change, positive = activation, actives largely listed as activators; hit rate 1.3% among 330,000; AID 504466; further: % of control where 0% means no effect; nearly all actives have a fitted effect of over 60% in size
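DMSO vehicle served as control against compound-treated ELG1-luciferase HEK293T cells; exposure lasted 16 hr at 37 °C and 5% CO2, followed by ONE-Glo luminescence detection after 30 min.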
CXXC DNA block – inhibitors of human MLL CXXC domain-DNA interaction; hit rate 0.037% among 290,000; Potency, µM (highest dose often 115 µM), inactives show top-dose activity change, negative = inhibition, most hits filed as inhibitors; MLL-CXXC / FITC-HOXA9 DNA fluorescence polarization; Q03164; active means well fitted inhibition curve with a large enough effect in the polarisation, with a control signal flat, not every such curve was filed as active; inconclusive means small, poorly fitted or top-dose-only effect, or effect the other way, or a change in a side signal; inactive means no such curve, though single readings can be large or run the other way; the % refers to the polarisation
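Fluorescence polarization: 7 uM MLL-CXXC (stock) preincubated 5 min with compounds, then 50 nM fluorescein-HOX-A9 DNA (stock) added; 30 min ambient. Buffer 50 mM Tris-HCl pH 7.5, 50 mM NaCl, 1 mM DTT, 0.05% BSA.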
NPC1 promoter act – activators of NPC1 promoter; Huh7 NPC1 promoter luciferase reporter, 24 h; Potency, µM (top dose mostly 9.22 µM), without a hit: top-dose activation, hits mostly activators; hit rate 2.4% among 320,000;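 further: % of control where 0% means no effect; nearly all actives have a fitted effect of over 60% in size; reporter is driven by a mutant NPC1 promoter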
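Stable NPC1-promoter luciferase Huh7 line; cpd (DMSO) 24 h, 37 °C, 5% CO2; Amplite luciferase reagent 10 min RT; luminescence readout. qHTS format.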
VP16 counter – inhibits Gal4-VP16 luciferase reporter, ROR gamma counter-screen. AID 2546. Potency, µM (doses to about 53.6 µM), without a hit: top-dose activity, negative = inhibition, hits mostly inhibitors. Drosophila S2 Gal4-VP16 UAS-luciferase, luminescence, 20 h. hit rate 3.5% among 310,000;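 further: Gal4-VP16 expression switched on by copper sulfate through the metallothionein promoter; on the % scale 0 is the no-effect control and ±100 the full control effect; nearly all actives have a fitted effect of over 50% in size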
RORg inh – blocks mouse ROR gamma transcriptional activity. P51450. Drosophila S2 Gal4-RORgamma UAS-luciferase reporter, 20 h. Potency, µM (doses to about 53.6 µM), inactives show at the top dose activity change, negative = inhibition, most hits filed as inhibitors. hit rate 5.4% among 310,000. AID 2551; further: on the % scale 0 is the no-effect control and ±100 the full control effect; nearly all actives have a fitted effect of over 60% in size
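Luciferase reporter read in Schneider cells carrying Gal4-RORγ (mouse) and UAS-Photinus luciferase; cells given compound 1 h before 700 uM copper sulfate induction, then incubated 20 h at ambient temperature.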
uPA surface inh – cell surface uPA generation inhibition. Potency, µM (series often up to 38.3 µM), inactives show top-dose activity change, negative = inhibition, hits mostly inhibitors. AID 540303. hit rate 0.31% among 330,000. cell surface uPA generation assay, qHTS; active means well fitted inhibition curve with a large enough effect; inconclusive means small, poorly fitted or top-dose-only effect; inactive means no such curve, though single readings can be large or run the other way; tested in mouse RAW 264.7 cells; further: on the % scale 0 is the no-effect control and ±100 the full control effect; nearly all actives have a fitted effect of over 55% in size
p53 reactivation – restores transcriptional activity of mutant p53 | H1299 p53-A138V BP100-luciferase reporter, luminescence, 24 h | Potency, µM (top dose mostly 92.2 µM), for inactives: top-dose activity change, positive = activation, usual class: activators | hit rate 0.063% among 320,000 | AID 504706; further: % of control where 0% means no effect; nearly all actives have a fitted effect of over 45% in size
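H1299 (p53-null), stable ts p53-A138V + BP100-Luc; 1000 cells/well, Opti-MEM/10% FBS; cpd 4 pt, 1:5; 24 h, 37 deg C, 5% CO2; detection reagent 10 min RT; luminescence.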
Rab9 promoter act – Rab9 promoter activation | Potency, µM (series often up to 9.22 µM), inactives show at the top dose activation, negative = inhibition, actives largely listed as activators | Huh7 Rab9 promoter-luciferase reporter, luminescence, 24 h | hit rate 2.8% among 320,000; further: % of control where 0% means no effect; nearly all actives have a fitted effect of over 60% in size
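Cells were plated at 1500 per well in reduced-serum medium with 10% FBS and left 2 h. Compound in DMSO was then added for 24 h at 37 °C. Reporter signal was read by luminescence after 10 min with luciferase detection reagent.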
Active calls of the source: *; ? = inconclusive; . = no result given; [ ] = another dose, or the depositor's remark. Unless noted, the call rests on the fitted dose curve; in most records, active means well fitted curve in the direction sought with a large enough effect; inconclusive means small, poorly fitted or top-dose-only effect, or another doubt; inactive means no such curve, though single readings can be large; an effect the other way counts as inactive or inconclusive. Potency means the concentration at half of the fitted maximal effect. This is a subset; the hit share may differ from the screen's.

Structure | VP16 counter | Rab9 promoter act | MBNL1 CUG block | BRCA1 expr up | CXXC DNA block | NPC1 promoter act | ELG1 genotoxic | p53 reactivation | FLuc modulator | RORg inh | uPA surface inh
O=C(CSc1ncn(-c2ccccc2)n1)Nc1nc(-c2ccccc2)cs1 | -7% | 1% | -5% | 51% | 1% | -1% | 0% | 13% | 0% | ? | .
Cc1ccccc1C(=O)N=c1ccn(-c2nc3ccccc3nc2NS(=O)(=O)c2ccc(F)cc2)cc1 | -7% | -4% | ? | -31% | ? | -1% | -10% | -8% | -2% | 37% | 2%
COc1ccc(CSCCN)cc1Cl | 5% | -2% | -3% | 6% | -1% | -3% | 11% | -18% | -1% | 30% | -14%
COc1ccc(S(=O)(=O)N(C)CC(=O)N2CCC(C)CC2)cc1Cl | 4% | -2% | -4% | 3% | -1% | 1% | 7% | -2% | 0% | 7% | 1%
COc1ccc(OC)c(C(=O)CSc2nnc(-c3cccs3)o2)c1 | 16µM* | 0% | 85%[activator] | -4% | -15% | 0% | 1% | 4% | -2% | 7.1µM* | 5%
CC(C)(C)N1CC(C(=O)Nc2cccc(Cl)c2Cl)CC1=O (stereo not given) | -6% | 0% | -5% | 19% | 5% | 3% | -4% | 3% | 4% | 3% | -7%
O=C(CCNC(=O)c1ccc(Br)cc1)Nc1ccccc1N1CCCCC1 | . | 2% | . | -46% | . | 0% | -6% | -1% | 3% | . | -4%
CC(C)Oc1ccc(/C(O)=C2/C(=O)C(=O)N(Cc3cccnc3)C2c2ccco2)cc1 (stereo not given) | -26% | 0% | ? | 20% | 0% | 3% | 2% | 8% | 1% | 21% | -2%
C=CCn1c(NCc2ccc(OC)cc2O)nc2ccccc21 | 19% | ? | -5% | 13µM* | 5% | ? | 13% | 7% | 19µM* | ? | -13%
COCCCn1c(CCC(=O)O)ccc1-c1cccs1 | -1% | -2% | 16% | -47% | 13% | 0% | 0% | 0% | 1% | ? | 2%
O=C(CSc1nc(CCC2CCCC2)nc2ccccc12)NCc1ccc2c(c1)OCO2 | ? | -1% | . | -31% | 5% | 0% | -2% | -2% | 8% | 16µM* | -3%
O[C@@H]1CN(Cc2ccc(-n3cccn3)cc2)CC[C@H]1N1CCN(c2ccccc2F)CC1 | -7% | -20% | ? | -30% | 4% | -13% | 8% | 7% | -1% | -10%[1.91 µM] | ?
Cc1ccc(-n2nnnc2SCC(=O)N2CCCCC2)cc1 | 21% | 5% | -1% | 58% | -21% | 8% | 12% | 16% | -11% | 38% | .
O=C(NCc1ccccc1)[C@@H]1CSC2c3ccccc3C(=O)N21 (stereo not given in full) | -12% | -1% | -3% | 1% | 25% | 0% | 7% | -5% | 4% | 3% | .
COc1ccc(C(=O)CC(=O)c2ccc(OC)cc2)cc1 | 18µM* | 15% | 5% | 48% | -2% | 19% | 6% | . | 19µM* | 13µM* | 4%
CCOC(=O)c1ccc(COC(=O)CCc2nc(-c3ccccc3)c(-c3ccccc3)o2)cc1 | -4% | 1% | -18% | 15% | -10% | 3% | -1% | -3% | 0% | ? | .
Cn1c(=O)c2c(nc(CN3CCN(c4ccccc4)CC3)n2Cc2c(F)cccc2Cl)n(C)c1=O | -8% | 2% | 18% | 6% | 1% | -5% | -6% | 1% | 1% | -7% | -5%
Cc1c(C(=O)Nc2cccc(Cl)c2)c2ccccn2c1CCc1ccncc1 | 10% | -6% | 10% | -22% | 1% | -2% | -8% | 21% | 17µM* | 17% | -6%
CCC(=O)Nc1cc2nn(-c3ccccc3)nc2cc1Cl | -22% | 0.28µM* | -8% | 32% | 2% | 0.32µM* | 0.52µM* | . | 0.67µM* | -1% | -3%
CCOC(=O)C1=C(CC)Nc2ccccc2N=C1NC(=O)c1cccc(S(=O)(=O)N2CCCC2)c1 | -5% | -3% | 7% | -1% | ? | 0% | 0% | -4% | -1% | 0% | 5%
CCCCOc1ccc(NC(=O)CN2CCN(Cc3ccccc3)CC2)cc1 | . | 9% | -1% | -8% | 2% | -1% | -1% | . | -2% | . | 7%
C=CCn1c(SCC(=O)N(C)C)nc2cc(C(=O)O)ccc2c1=O | -15% | -1% | 0% | -1% | 13% | -4% | 0% | 1% | 6% | 22% | 2%
CCn1c2ccccc2c2cc(NC(=O)C(=O)NCC3CCCO3)ccc21 (stereo not given) | 1% | -7% | -1% | -32% | 2% | -7% | -4% | 0% | 1% | 25% | -4%
O=C(CSc1oc(-c2ccco2)nc1S(=O)(=O)c1ccc(F)cc1)NCC1CCCO1 (stereo not given) | 3% | 5% | 2% | 2% | -12% | -4% | -1% | 1% | 9% | -21% | -4%
COC(=O)c1ccccc1NC(=O)C(C)NS(=O)(=O)c1ccc(OC)cc1 (stereo not given) | -3% | 1% | 6% | -32% | 4% | 2% | -1% | -1% | 1% | -8% | 8%
CC(=O)NC(c1ccccc1)c1cccnc1 (stereo not given) | 1% | 6% | -7% | 12% | -1% | 0% | 3% | -1% | 0% | 0% | -8%
Cc1ccc(/C=N/n2c(-c3ccco3)n[nH]c2=S)s1 | ? | -2% | -1% | -22% | -6% | -2% | -1% | -5% | 2% | 8.9µM* | 0%
COc1cccc(-c2nn(-c3ccccc3)cc2C(=O)NCC(=O)O)c1 | -14% | -2% | -2% | -19% | -10% | 1% | -4% | 13% | 9.5µM* | -38% | -3%
CN(C)C(=O)N1CCN(C(=O)c2ccco2)CC1 | 4% | -2% | 8% | 1% | 1% | -7% | -7% | 5% | 0% | -36% | 1%
CCOc1ccc(NC(=O)c2ccco2)cc1 | . | 0.63µM* | 5% | -39% | 5% | 0.71µM* | ? | 4% | 4.8µM* | -9%[0.365 µM] | ?
COc1ccc2cc(CCNC(=O)CCc3ccccc3)c(=O)[nH]c2c1 | -1% | 1% | -2% | -6% | 2% | -4% | 2% | -1% | 2% | -11% | 6%
COC(=O)c1cc(C(=O)c2ccc(Cl)cc2)n2c(=O)/c(=C\N(C)C)sc12 | 8% | -5% | 47%[activator] | -9% | ? | -1% | 0% | 3% | 8% | 14% | 5%
Cc1occc1-c1nnc(SCC(=O)Nc2ccccc2)n1C(C)c1ccccc1 (stereo not given) | 5% | 4% | 0% | -29% | 1% | 1% | -5% | -3% | 5% | 2% | 10%
Cc1cccc2sc(NC(=O)c3ccc(OCC4CCCO4)cc3)nc12 (stereo not given) | -12%[10 µM] | -3% | ? | 43% | -5% | 27% | 6% | 1% | 11µM* | -3% | 3%
Cc1cc(C(=O)Nc2ccc(F)cc2C)cs1 | 2% | -2% | -4% | 0% | -13% | 0% | 7% | 4% | 1% | 14% | 13%
CCCn1c(SCC(=O)Nc2cccc(C(=O)OC)c2)nnc1-c1cccnc1 | 0% | -2% | -4% | -15% | -2% | 1% | -5% | 0% | -1% | -1% | -4%
O=C(NCC1CC1)c1onc(CSc2ccc(F)c(F)c2)c1C(=O)NCC1CC1 | . | -3% | . | -29% | . | -1% | -1% | -3% | 0% | . | 9%
CCOC(=O)c1cc(S(=O)(=O)N2CCc3ccccc32)cn1C | 2% | -10% | -7% | 12% | -4% | -6% | -6% | -6% | 16% | 42% | -14%
CCCNC(=O)c1ccccc1NC(=O)c1ccc2c(=O)n3c(nc2c1)CCC3 | . | 0% | . | 11% | . | 3% | 0% | 9% | -1% | . | 0%
CCN(Cc1cc2cc(OC)ccc2[nH]c1=O)C(=O)c1ccncc1 | -5% | -2% | 3% | 6% | -4% | -1% | 0% | -10% | 4% | ? | .
COc1cccc(-n2nnnc2SCC(=O)Nc2ccc(C(C)=O)cc2)c1 | -8% | -3% | 21% | -26% | 5% | -7% | -3% | -6% | 7% | 10% | 1%
COc1ccc(C(=O)O/N=C/c2ccc(S(=O)c3ccc(Cl)cc3)nc2)cc1 (stereo not given) | -2% | 5% | -11% | 28% | 12% | 8% | -1% | 3% | 0% | 15% | 2%
CCOC(=O)C1=C(CSc2nc(C)cc(C)c2C#N)OC(N)=C(C#N)C1c1ccccc1 (stereo not given) | -11% | 13% | 0% | 3% | -8% | 0% | 1% | ? | -1% | -39% | -1%
